# Pin1 inh = blocks the human prolyl isomerase Pin1. Q13526. Pin1 FP peptide displacement, HiFluor488, 10 min. Potency, µM (top dose mostly 115 µM), for the others: at the highest dose activity, negative = inhibition, usual class: inhibitors. 390,000 compounds, 0.009% hits; active = well fitted inhibition curve with a large enough effect in the polarisation, with a control signal flat, not every such curve was filed as active; inconclusive = small, poorly fitted or top-dose-only effect, or effect the other way, or a change in a side signal; inactive = no such curve, though single readings can be large or run the other way; the % refers to the polarisation; also: potency is read from the fitted curve at half-maximal effect; % is scaled to controls: 0 for no effect and ±100 for the full control effect
# Target sequence (Q13526 whole entry, looked up): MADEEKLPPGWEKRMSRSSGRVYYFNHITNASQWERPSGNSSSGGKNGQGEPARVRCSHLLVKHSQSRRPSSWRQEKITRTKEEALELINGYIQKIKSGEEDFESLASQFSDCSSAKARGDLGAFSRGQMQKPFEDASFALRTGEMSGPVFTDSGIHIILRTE
# GLS inhibitor = inhibitors of human glutaminase (GLS); Potency, µM (titrated, usually from 45.5 µM), for the others: at the highest dose activity change, negative = inhibition, most hits filed as inhibitors; AID 624170; GLS enzymatic activity, qHTS titration; 410,000 compounds, 0.21% hits; O94925; also: potency is read from the fitted curve at half-maximal effect; % is scaled to controls: 0 for no effect and ±100 for the full control effect
# Target sequence (O94925 whole entry, looked up): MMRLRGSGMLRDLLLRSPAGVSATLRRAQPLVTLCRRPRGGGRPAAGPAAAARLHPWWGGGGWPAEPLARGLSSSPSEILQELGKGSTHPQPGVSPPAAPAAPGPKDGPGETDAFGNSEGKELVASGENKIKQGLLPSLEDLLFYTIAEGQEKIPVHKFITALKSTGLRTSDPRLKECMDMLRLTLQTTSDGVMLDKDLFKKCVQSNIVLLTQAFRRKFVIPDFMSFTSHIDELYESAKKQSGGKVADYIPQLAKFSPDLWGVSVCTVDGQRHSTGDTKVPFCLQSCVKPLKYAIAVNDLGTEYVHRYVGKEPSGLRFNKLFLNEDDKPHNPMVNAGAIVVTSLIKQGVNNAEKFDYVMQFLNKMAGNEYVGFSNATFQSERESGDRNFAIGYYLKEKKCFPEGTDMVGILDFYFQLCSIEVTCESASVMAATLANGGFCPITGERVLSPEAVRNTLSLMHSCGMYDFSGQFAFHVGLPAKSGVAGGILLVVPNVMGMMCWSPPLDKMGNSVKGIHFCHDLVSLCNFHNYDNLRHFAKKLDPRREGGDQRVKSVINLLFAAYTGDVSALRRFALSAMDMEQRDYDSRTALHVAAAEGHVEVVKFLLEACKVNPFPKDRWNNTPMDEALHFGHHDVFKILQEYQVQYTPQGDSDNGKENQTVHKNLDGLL
#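 hKGA; 45 mM KH2PO4 pH 8.2 + 0.02% Tween-20; cpd via pin tool; 1 mM Gln soln; GluOx/HRP/Amplex Red; RT 30 min; fluor. t0 & final.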
# G9a inh = blocks human histone lysine methyltransferase G9a | G9a H3K9 monomethylation, AlphaScreen, 2 h | AID 504332 | Potency, µM (series often up to 102 µM), inactives show top-dose activity, negative = inhibition, actives largely listed as inhibitors | 350,000 compounds, 8.8% hits | Q96KQ7; also: potency is read from the fitted curve at half-maximal effect; % is scaled to controls: 0 for no effect and ±100 for the full control effect; nearly all actives have a fitted effect of over 75% in size
#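 Quantitative HTS format: methyltransferase activity on a biotin-tagged H3K9 peptide is measured by AlphaScreen, using a rabbit anti-monomethyl-H3K9 antibody with streptavidin donor and anti-IgG acceptor beads. Final levels are 20 nM enzyme, 500 nM peptide, 20 uM SAM; 2 h RT.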
# PI4K2A block = inhibitors of human PI4K2A; purified PI4K2A, ADP-Glo luminescence, 1 h; hits give low values; activity change, negative = inhibition, % at 76.9 µM; 420,000 compounds, 0.13% hits; in the data active = activity change below about -50%; inconclusive = mostly about -30% to -49%;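 also: -100% = wells without enzyme as full effect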
#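 ADP-Glo luminescence measured ADP generated by PI4K2A enzyme (4 ug/mL before mixing) with 1.2 mM PI substrate (pre-mix) and 300 microM ATP (pre-mix). Tris pH7.5 buffer with MgCl2, Triton X-100; 1 h reaction at ambient temperature.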
# HP1b binding inh = inhibitors of HP1-beta chromodomain binding to methylated histone tails. P83916. AlphaScreen HP1-beta / biotin-H3K9me3 peptide binding. Potency, µM (top dose mostly 114 µM), without a hit: at the highest dose activity change, negative = inhibition, usual class: inhibitors. 390,000 compounds, 0.56% hits; also: potency is read from the fitted curve at half-maximal effect; nearly all actives have a fitted effect of over 70% in size; inactives centre near 23
#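 Compound inhibition of the preformed complex between 50 nM HP1-beta and 50 nM biotinylated H3K9me3 peptide was read by AlphaScreen. Buffer was PBS pH 7.4 with 0.01% Tween-20. Incubations ran 30 min at room temperature, with 10 ug/mL donor/acceptor beads.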
# JMJD2A Tudor = inhibitors of human JMJD2A Tudor domain; O75164; Potency, µM (top dose mostly 114 µM), for inactives: at the highest dose activity change, negative = inhibition, usual class: inhibitors; AlphaScreen JMJD2A-Tudor / H3K4me3 peptide binding; AID 504339; 390,000 compounds, 4.4% hits; also: potency is read from the fitted curve at half-maximal effect; % is scaled to controls: 0 for no effect and ±100 for the full control effect; nearly all actives have a fitted effect of over 50% in size
# BAZ2B block = blocks human BAZ2B | Potency, µM (highest dose often 114 µM), for inactives: at the top dose activity change, negative = inhibition, usual class: inhibitors | Q9UIF8 | 360,000 compounds, 4.4% hits | AlphaScreen BAZ2B-H3K14Ac peptide displacement; also: potency is read from the fitted curve at half-maximal effect; % is scaled to controls: 0 for no effect and ±100 for the full control effect; nearly all actives have a fitted effect of over 60% in size
#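 BAZ2B 50 nM plus b-H3(5-23)K14Ac 50 nM, PBS pH 7.4/0.01% Tween-20, 30 min RT; compound added (max 110 uM), 30 min RT; streptavidin donor/Ni-chelate acceptor beads 10 ug/mL final, 20 min dark; AlphaScreen read.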
# Tb PGK inh = T. brucei PGK inhibition; P07378; PGK/GAPDH coupled, Kinase-Glo luminescence, 60 min; Potency, µM (doses to about 57.5 µM), without a hit: top-dose activity change, negative = inhibition, usual class: inhibitors; 380,000 compounds, 0.043% hits; AID 602233; also: potency is read from the fitted curve at half-maximal effect; % is scaled to controls: 0 for no effect and ±100 for the full control effect; nearly all actives have a fitted effect of over 60% in size
#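 Recombinant glycosomal PGK reaction used 1,3-bisphosphoglycerate generated in-well by GAPDH (100nM final) in 100mM TEA pH 7.6, 5mM MgCl2, 0.01% Tween-20. After 60 minutes at room temperature, ATP was read by Kinase-Glo Plus luminescence end-point.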
# ERG Ets-DNA blk = inhibitors of human ERG Ets domain-DNA interaction. P11308. fluorescence polarization, His-ERG Ets domain / labelled DNA. Potency, µM (highest dose often 76.9 µM), inactives show at the highest dose FP activity, negative = inhibition, hits mostly inhibitors. 370,000 compounds, 0.028% hits; active = well fitted inhibition curve with a large enough effect in the polarisation, with a control signal flat; inconclusive = small, poorly fitted or top-dose-only effect, or effect the other way, or a change in a side signal; inactive = no such curve, though single readings can be large or run the other way; the % refers to the polarisation;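 also: polarization taken with two DNA probes labelled with fluorescein and Texas red; potency is read from the fitted curve at half-maximal effect; % of control where 0% means no effect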
#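 His-tagged ERG Ets domain (1 uM in the protein solution; 300mM KCl, 50mM Tris-HCl, 1mM EDTA, 1mM DTT, pH 7.5) received compound, then a probe mix of 5 nM fluorescein-DNA and 100nM Texas-615-DNA. Fluorescence polarization was read for both dyes.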
# Numbers without * were called inactive; i = inactive; u = inconclusive; x = no result given; & = joins results of further samples; [ ] = dose if it differs, or a comment. Unless noted, calls follow the shape of the dose curve; as a rule, active = well fitted curve in the direction sought with a large enough effect; inconclusive = small, poorly fitted or top-dose-only effect, or another doubt; inactive = no such curve, though single readings can be large; an effect the other way counts as inactive or inconclusive.
(1) O=C(Nc1ccc(F)c(Cl)c1)N(Cc1ccc2c(c1)OCO2)C1CCN(Cc2ccccc2)CC1
(2) CN1CCN(c2cccc3c2C(=O)c2ccccc2C3=O)CC1
(3) CC1(C)C(C(=O)NN2C(=O)c3ccccc3C2=O)C1(C)C
(4) COc1cc(C2c3cc4c(cc3CC3COC(=O)C32)OCO4)cc(OC)c1OC (stereo not drawn)
(5) CCCCN=C[C@]12CCC(O)CC1(O)CCC1[C@@H]2CC[C@]2(C)[C@H](C3C=CC(=O)O3)CCC12O (stereo partly drawn)
(6) COC(=O)c1cc2c(s1)=NC=NP=2(N1CCOCC1)N1CCOCC1
assay / entry	1	2	3	4	5	6
Pin1 inh	-1%	-18%	1%	5%	-2%	-1%&-8%
GLS inhibitor	-6%	7%	20%	9%	3%	-1%&-4%
G9a inh	u	u	-20%[59 µM]	x	17%	-1%[59 µM]
PI4K2A block	0	-8	1	-2	1	6&-2
HP1b binding inh	-22%	-13%	20%	9%	9%	35%&16%
JMJD2A Tudor	u	u	-9%	-14%	-8%	4%&-3%
BAZ2B block	u	u	9%	x	-15%	5%
Tb PGK inh	-4%	4%	4%	-6%	-4%	-6%
ERG Ets-DNA blk	0%	4%	5%	-5%	5%	-15%

# The list goes on (2 carried over from the part before).
(5) CCCCN=C[C@]12CCC(O)CC1(O)CCC1[C@@H]2CC[C@]2(C)[C@H](C3C=CC(=O)O3)CCC12O (stereo partly drawn)
(6) COC(=O)c1cc2c(s1)=NC=NP=2(N1CCOCC1)N1CCOCC1
(7) O=c1[nH]c(=S)[nH]c(O)c1N=Nc1ccc(SC(F)F)cc1
(8) N#Cc1cc2c(nc1SCC(=O)Nc1cc(Cl)ccc1Cl)C1CCN2CC1
(9) O=c1c2ccccc2nc(Cc2ccccc2)n1-c1ccccc1O
(10) CC(C)C[C@H]1C(=O)N2CCC[C@H]2[C@]2(O)O[C@](NC(=O)C3C=C4c5cccc6[nH]c(Br)c(c56)C[C@H]4N(C)C3)(C(C)C)C(=O)N12 (stereo partly drawn)
(11) CN(C)C(=O)O/N=C(\N)COc1ccc(C(C)(C)C)cc1
(12) CCCC1COC(Cn2cncn2)(c2ccc(Cl)cc2Cl)O1 (stereo not drawn)
assay / entry	5	6	7	8	9	10	11	12
Pin1 inh	-2%	-1%&-8%	u	1%	-2%	u	5%	-2%
GLS inhibitor	3%	-1%&-4%	1%	9%	0%	14%	-4%	0%
G9a inh	17%	-1%[59 µM]	45µM*	-4%[59 µM]	5%	x	-4%	-7%
PI4K2A block	1	6&-2	-13	-1	1	-6	3	-3
HP1b binding inh	9%	35%&16%	-23%	43%	-8%	-26%	26%	48%[activator]
JMJD2A Tudor	-8%	4%&-3%	-25%	u	-17%	u	0%	-18%[57.1 µM]
BAZ2B block	-15%	5%	-31%	12%	-17%	x	1%	-37%
Tb PGK inh	-4%	-6%	-4%	0%	i	-2%	-5%	-11%
ERG Ets-DNA blk	5%	-15%	1%	4%	11%	0%	-10%	-1%

# From no. 10 up to 12, copied from above:
(10) CC(C)C[C@H]1C(=O)N2CCC[C@H]2[C@]2(O)O[C@](NC(=O)C3C=C4c5cccc6[nH]c(Br)c(c56)C[C@H]4N(C)C3)(C(C)C)C(=O)N12 (stereo partly drawn)
(11) CN(C)C(=O)O/N=C(\N)COc1ccc(C(C)(C)C)cc1
(12) CCCC1COC(Cn2cncn2)(c2ccc(Cl)cc2Cl)O1 (stereo not drawn)
assay / entry	10	11	12
Pin1 inh	u	5%	-2%
GLS inhibitor	14%	-4%	0%
G9a inh	x	-4%	-7%
PI4K2A block	-6	3	-3
HP1b binding inh	-26%	26%	48%[activator]
JMJD2A Tudor	u	0%	-18%[57.1 µM]
BAZ2B block	x	1%	-37%
Tb PGK inh	-2%	-5%	-11%
ERG Ets-DNA blk	0%	-10%	-1%

# More entries
(13) O=C(Nc1ccc2ccccc2c1)c1nn(C23CC4CC(CC(C4)C2)C3)cc1Br
(14) Cc1ccc(C(=O)COC(=O)c2cccc(NC(=O)c3ccc(Br)cc3)c2)cc1
(15) O=C(CSc1nc2c([nH]c3ccccc32)c(=O)n1-c1ccccc1)c1ccccc1
(16) CN(C)c1ccc(CN2CCc3nc(N4CCN(c5ccccn5)CC4)ncc3C2)cc1
(17) CCN(CCO)c1ccc(N=Cc2c(O)n(C)c(=S)[nH]c2=O)cc1
(18) CCOC(=O)N1CCC(NS(=O)(=O)c2ccc3c(c2)oc(=O)n3C)CC1
assay / entry	13	14	15	16	17	18
Pin1 inh	1%	1%	0%	u	u	20%
GLS inhibitor	2%	4%	-10%	24%	23%	0%
G9a inh	2%[2.33 µM]	u	12%[59 µM]	u	35µM*	2%
PI4K2A block	4	1	-2	-9	-7	5
HP1b binding inh	39%	31%	11%[57 µM]	28µM*	14%	34%
JMJD2A Tudor	-12%	-13%	u	35µM*	u	-11%
BAZ2B block	-9%	1%	1%	25µM*	56µM*	11%
Tb PGK inh	-10%	-2%	-2%	i	-7%	3%
ERG Ets-DNA blk	3%	-9%	-4%	-1%	23%	-1%

# Rewritten bar-delimited: entries from further up
No. | SMILES | Pin1 inh | GLS inhibitor | G9a inh | PI4K2A block | HP1b binding inh | JMJD2A Tudor | BAZ2B block | Tb PGK inh | ERG Ets-DNA blk
16 | CN(C)c1ccc(CN2CCc3nc(N4CCN(c5ccccn5)CC4)ncc3C2)cc1 | u | 24% | u | -9 | 28µM* | 35µM* | 25µM* | i | -1%
17 | CCN(CCO)c1ccc(N=Cc2c(O)n(C)c(=S)[nH]c2=O)cc1 | u | 23% | 35µM* | -7 | 14% | u | 56µM* | -7% | 23%

# Additional results:
(19) Cn1cnnc1Sc1cc(N2CCNCC2)ccc1[N+](=O)[O-]
(20) O=C1NC(=O)N(c2ccc(F)cc2)C(=O)/C1=C/c1ccc2c(c1)CCCN2Cc1ccccc1
(21) COCc1cc(OC(=O)N(C)C)nc2c1c(C)nn2C
(22) Cc1ccc(CCN2CC(C(=O)N3CCC4(CC3)OCCO4)CC2=O)cc1 (stereo not drawn)
(23) CCCCn1c(O)c(/C(CC)=N/N2CCCCC2c2cccnc2)c(=O)[nH]c1=S (stereo not drawn)
(24) COc1ccc(-c2nc3ccccc3c(=O)n2-c2ccc(OC)cc2)cc1
(25) COc1cccc(-c2cc(C(=O)Nc3cnn(Cc4ccc(Cl)cc4Cl)c3)no2)c1
(26) CCC(C)(C)NC(=O)Cn1c(=O)oc2cc(S(=O)(=O)N3CC(C)CC(C)C3)ccc21 (stereo not drawn)
assay / entry	19	20	21	22	23	24	25	26
Pin1 inh	-7%	u	-4%	-7%	u	0%	7%	-3%
GLS inhibitor	8%	-6%	17%	1%	-19%	0%	-5%	-1%
G9a inh	3%	13µM*	9%	x	-9%[59 µM]	-3%[0.501 µM]	11%[59 µM]	-2%[59 µM]
PI4K2A block	11	-9	-1	-4	4	-4	3	0
HP1b binding inh	6%	18%	3%	22%	5%	28%	54%[activator]	32%
JMJD2A Tudor	-9%	-31%	-4%	-12%	-23%	-12%	-5%	8%
BAZ2B block	0%	u	-1%	8%	-8%	-5%	0%	-10%
Tb PGK inh	-3%	-5%	10%	i	-1%	-6%	-5%	6%
ERG Ets-DNA blk	-2%	-7%	3%	-5%	33%[activator]	6%	-1%	u

# Not all compounds are listed. The share of hits here may be higher or lower than overall.
